P. falciparum M17LAP: P. falciparum M17LAP inhibitors, primary screen, biochemical, fluorogenic H-Leu-NHMec substrate, 1536-well (AID 1619); recombinant M17LAP, H-Leu-NHMec fluorogenic kinetic assay; higher % means a stronger effect; one-dose inhibition, % at 30 µM; IC50 in µM for titrated hits; 0.38% of 220,000 active;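 active means compound inhibiting the enzyme by more than half at any dose during confirmatory dose-response retesting; inconclusive means strong single-dose inhibitors picked by rank but not retested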;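 further: plate controls were full reaction with DMSO carrier for no effect and no enzyme background for full effect; strong numbers were not always called active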
ER stress rescue: protection against thapsigargin-triggered cell killing – 384-well, CSM14.1, ATP luminescence, primary screen (AID 1222); CSM14.1 thapsigargin-induced death rescue, ATP luminescence; higher % means a stronger effect; cellular ATP content (survival), % at 20 µM, or EC50 in µM where a hit was titrated; 190,000 tested, under 10 active;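 active means EC50 below 50 µM in the dose-response confirmation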;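 further: death triggered by thapsigargin at about 15 µM added after 2 h compound pretreatment; cell ATP read after overnight thapsigargin exposure of roughly 18 to 22 hours; normalized against plate controls of thapsigargin alone and 5% DMSO vehicle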
XIAP antagonists: small molecules displacing peptide from XIAP – biochemical, IAP family, fluorescence polarization (AID 1018) | XIAP BIR domain, fluorescence polarization peptide displacement; higher % means a stronger effect | displacement, % at 20 µM, or IC50 in µM where a hit was titrated | 0.007% of 200,000 active; in the data active means displacement above about 50%; further: a part of the inactive calls stands beside numbers as strong as those of hits
AID2073: inhibitors of Mint1-CaV2.2 protein interaction, biochemical, HTRF (AID 2073) | inhibition, % at 20 µM; hits with a dose series show IC50 in µM | 0.19% of 290,000 active | HTRF protein-protein interaction, Mint1-CaV2.2; higher % means a stronger effect; in the data active means inhibition mostly above about 51%, no sharp cut-off; inconclusive means no clear call, values can overlap the other calls; inactive means mostly below about 53%; further: some results filed as inactive read as strong as hits
M1AAP inhibition: P. falciparum M1AAP inhibitors, biochemical, fluorogenic H-Leu-NHMec substrate, 1536-well (AID 1445) | inhibition, % at 30 µM; hits with a dose series show IC50 in µM | 0.42% of 220,000 active | recombinant M1AAP, H-Leu-NHMec fluorogenic kinetic assay; higher % means a stronger effect;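 active means primary inhibition above the hit cutoff, then over 50% inhibition at one or more dose response concentrations, cut at about 23% in these data, passing the limit was not always enough; inconclusive means conflicting primary data, or primary hits not chosen for dose response; inactive means low primary inhibition, or under 50% at every dose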;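 further: plate controls were DMSO full reaction for no effect and no enzyme background for full effect; strong numbers were not always called active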
LYP phosphatase: inhibitors of LYP phosphatase, biochemical, fluorescence intensity, uHTS (AID 1779). recombinant LYP phosphatase, fluorescence intensity; higher % means a stronger effect. one-dose inhibition, % at 11.5 µM; IC50 in µM for titrated hits. 0.054% of 290,000 active;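 further: plate controls were vehicle with enzyme for no effect and no enzyme for full effect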
HEK293 NOD2/NF-kB: inhibition of NOD2-driven NF-kB reporter – cell-based, luminescence, uHTS, HEK293 (AID 1566) | HEK293 NOD2/NF-kB luciferase reporter, luminescence; higher % means a stronger effect | one-dose inhibition, % at 4 µM; EC50 in µM for titrated hits | 0.63% of 290,000 active; further: many of its hits are not listed in these tables
Lipid droplet: modulators of hepatic lipid droplet formation. 0.4% of 240,000 active. AML12 mouse hepatocytes, oleate lipid droplets, BODIPY imaging. inhibition, % at 6.5 µM;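 active means lipid droplet intensity inhibited by at least 50%, with more than 500 cells counted; inconclusive means wells with under 300 cells, treated as cytotoxic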
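Assay system: AML12 hepatocytes (mouse); Probe or stimulus: oleic acid at 100 µM to induce lipid droplet formation; Dosing: compound at 6.5 µM only; Schedule: compound with oleate, overnight; Detection: fluorescence imaging, 20x objective, two fields per well; Measure: % inhibition of lipid droplet signal.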
SIAH1 antagonists: blockers of Siah-1 interaction with plectin peptide – biochemical, fluorescence polarization, rhodamine-plectin, uHTS, primary screen (AID 1817). displacement, % at 20 µM, or IC50 in µM where a hit was titrated. 0.02% of 290,000 active. Siah-1 / rhodamine-plectin peptide fluorescence polarization; higher % means a stronger effect;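 active means displacement of at least 50% at 20 µM, with a fluorescence ratio check between 0.3 and a set limit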;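 further: plate controls were Siah plus tracer with DMSO for no effect and tracer alone without Siah for full effect; strong numbers were not always called active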
Lipid droplet cells 6.5 µM: further read-out of Lipid droplet, marked with its call; cell count; measured here: cell count, cytotoxicity flag;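 cells counted across two imaged fields per well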
* hit, by the source's call; ? = inconclusive; . = no result given. Unless noted, no stated cut-off is given here; in the data, active means inhibition above about 50%; inactive means the rest.

no.	structure	P. falciparum M17LAP	ER stress rescue	XIAP antagonists	AID2073	M1AAP inhibition	LYP phosphatase	HEK293 NOD2/NF-kB	Lipid droplet	Lipid droplet cells 6.5 µM	SIAH1 antagonists
1	Cc1nc(NC(C)c2ccccc2)c2oc3ccccc3c2n1 (stereo not drawn)	-3.7%	-1.1%	0.9%	7.6%	0.1%	-7.4%	18.2%	.	.	1.5%
2	COc1ccc(N)cc1-n1c(C)ccc1C	-15.9%	1.4%	-5.3%	?	3.5%	4.8%	8.2%	-0.5	753	-4.7%
3	CCCOc1ccc(-c2nnn(CC(=O)OCC)n2)cc1	-8.9%	1.0%	1.3%	6.7%	-6.8%	12.0%	-0.2%	.	.	-6.9%
4	COc1cccc(NC(=O)COc2ccc(C)cc2)c1	-13.3%	-5.0%	-3.7%	-4.6%	-5.4%	-5.3%	-46.5%	-4.4	693	2.7%
5	CCCCCCOC(=O)Sc1nc2ccccc2o1	8.7%	-2.5%	-0.1%	-2.8%	-8.5%	7.7%	-29.7%	-6.7	769	-3.1%
6	FC(F)Oc1ccc(NC(=S)Nc2ccc3cn[nH]c3c2)cc1	-4.3%	.	.	-22.9%	1.8%	-2.0%	6.2%	9.1	754	-0.8%
7	O=C1NC(c2ccccn2)Nc2sc3c(c21)CCC3 (stereo not drawn)	-31.3%	-0.3%	-7.3%	-25.6%	2.5%	-7.3%	-36.8%	.	.	1.5%
8	O=C(NC(=S)N1CCN(Cc2ccc3c(c2)OCO3)CC1)c1cccc(Br)c1	8.7%	7.4%	-1.4%	-8.8%	2.5%	-0.4%	.	-3.4	595	11.0%
9	CS(=O)(=O)N(CCc1ccccc1)CC(=O)NCC1CCCO1 (stereo not drawn)	2.8%	-3.0%	-5.5%	0.3%	0.7%	-6.8%	-8.2%	6.3	728	-3.4%
10	O=C(NCc1ccncc1)c1nc(-c2ccc(C(F)(F)F)cc2)no1	4.0%	0.4%	-2.2%	6.0%	4.0%	-5.6%	25.3%	3.0	713	0.3%
11	Cc1c(C(C)(C)C)c(C=S)n2ccccc12	15.2%	2.3%	2.8%	-23.2%	-2.3%	-6.5%	12.8%	-8.1	770	-2.7%
12	COCCN1C(=O)c2oc3ccccc3c(=O)c2C1c1cccc(O)c1 (stereo not drawn)	-2.9%	-0.4%	-1.7%	1.6%	3.1%	-3.2%	-3.6%	.	.	1.3%
13	O=C(CSCc1ccc(Cl)cc1)NCCSCc1ccco1	10.2%	-6.0%	-1.8%	18.3%	3.1%	-5.3%	-11.3%	-1.9	706	2.0%
14	O=C(c1ccncc1)N1CCN(CCc2ccccc2)CC1	.	.	.	-2.0%	.	-13.7%	4.5%	3.8	798	7.1%
15	O=C(O)CSc1ncnc2sc(-c3ccccc3)cc12	14.4%	-1.0%	0.6%	8.8%	14.2%	6.5%	15.1%	1.1	704	1.2%
16	CCC(c1nnnn1CCOC)N1CCN(C(=O)c2ccco2)CC1 (stereo not drawn)	18.4%	3.3%	-1.8%	17.5%	1.1%	6.1%	-2.8%	.	.	0.8%
17	COc1ccc(OCCCC(=O)OC(C)C(=O)Nc2ccc(NC(C)=O)cc2)cc1 (stereo not drawn)	.	.	.	0.7%	.	-11.6%	0.0%	-14.2	716	-1.1%
18	COc1ccc(NC(=O)CSc2nnnn2C2CCCCC2)c(OC)c1	.	.	.	-2.9%	.	-3.4%	-12.4%	-7.2	838	1.9%
19	CCOC(=O)C1CCN(C(=O)CCC(=O)NNc2nc3ccccc3c3nc(C)nn23)CC1	.	.	.	4.0%	.	-11.2%	11.7%	5.4	690	-5.5%
20	Clc1ccc(CSc2nnc(-c3ccncc3)o2)c(Cl)c1	3.2%	-2.0%	1.1%	-2.3%	2.1%	-3.7%	-3.6%	.	.	-4.1%
21	C=C1C(C(=O)N2CCOCC2)C1C(=O)N1CCOCC1 (stereo not drawn)	1.3%	-0.2%	-0.9%	28.0%	7.8%	-9.3%	13.3%	.	.	2.2%
22	c1ccc(C2=Nc3c(ccc4ccccc34)C(c3ccncc3)=NN2)cc1	11.4%	-1.0%	-2.4%	-5.8%	-0.1%	-0.6%	-35.4%	4.8	708	-0.2%
23	CCCCN(C)CCNC(=O)c1cc(-c2cccnc2)nc2ccc(S(=O)(=O)N3CCC(C)CC3)cc12	.	.	.	-2.4%	.	-11.0%	10.6%	-6.8	673	-3.9%
24	O=C(NCc1ccco1)C1CCN(c2ccc(S(=O)(=O)N3CCOCC3)cc2[N+](=O)[O-])CC1	0.2%	-0.9%	-13.2%	-3.7%	5.5%	0.6%	10.5%	10.6	654	4.7%
25	Cn1c(=O)c2c(nc(SCC(=O)NC34CC5CC(CC(C5)C3)C4)n2C)n(C)c1=O	1.9%	-3.1%	-5.1%	-4.0%	3.1%	-7.1%	9.4%	-3.7	809	-2.1%
26	Cc1cc(C(=O)CSc2n[nH]c(N)n2)c(C)n1C1CC1	31.5%	-1.5%	-1.3%	2.6%	-0.1%	-2.9%	-4.3%	.	.	-5.8%
27	COc1ccc(-c2cc(C(=O)NN)n(-c3ccccc3)n2)cc1	4.7%	-5.1%	-5.0%	-7.2%	3.0%	-1.6%	4.8%	-12.4	644	-1.3%
28	O=C(O)CCSc1nnc(COc2ccc(Cl)cc2)n1-c1ccccc1	.	.	.	-5.1%	.	-7.9%	10.1%	-3.9	830	7.0%
29	CCCNC(=O)Nc1cccc(C(=O)OC)c1	-4.4%	.	.	6.5%	5.9%	-2.4%	19.5%	-4.1	667	1.5%
30	O=C1N=C(N2CCN(c3ccccc3)CC2)S/C1=C/c1ccco1	7.1%	.	.	-5.0%	12.5%	-1.9%	9.9%	9.0	753	12.1%

Ordered by the number under SIAH1 antagonists (high to low): 3 of the compounds above.
| entry | smiles | SIAH1 antagonists |
| --- | --- | --- |
| 1 | Cc1nc(NC(C)c2ccccc2)c2oc3ccccc3c2n1 (stereo not drawn) | 1.5% |
| 5 | CCCCCCOC(=O)Sc1nc2ccccc2o1 | -3.1% |
| 3 | CCCOc1ccc(-c2nnn(CC(=O)OCC)n2)cc1 | -6.9% |

Further structures.
no.	structure	P. falciparum M17LAP	ER stress rescue	XIAP antagonists	AID2073	M1AAP inhibition	LYP phosphatase	HEK293 NOD2/NF-kB	Lipid droplet	Lipid droplet cells 6.5 µM	SIAH1 antagonists
31	N#C/C(=C\c1cn(CCOc2ccccc2F)c2ccccc12)C(=O)NCc1cccs1	-5.9%	-2.7%	-7.7%	7.2%	18.4%	0.3%	-7.1%	-20.6	618	12.9%
32	COc1cccc(CNc2nccs2)c1O	.	.	.	1.0%	.	-11.2%	-14.7%	-8.4	797	-1.8%
33	CCOCCOC(NC(=O)c1ccccc1)(C(F)(F)F)C(F)(F)F	1.9%	0.5%	-3.2%	2.4%	2.0%	-0.1%	7.2%	-11.0	564	13.0%
34	Cc1ccc(C(=O)COC(=O)CN2C(=O)C3C4CCC(C4)C3C2=O)cc1C (stereo not drawn)	.	.	.	31.4%	.	-9.9%	13.3%	1.5	843	-3.5%
35	CC(=O)Nc1nnc(-c2c(-c3ccccc3Cl)noc2C)o1	9.3%	.	.	8.4%	2.7%	0.1%	12.1%	-2.1	732	0.4%
36	COC(=O)/C(=C/c1cn(C)c2ccccc12)[N+](=O)[O-]	-4.9%	-1.4%	-6.1%	19.3%	2.8%	-3.6%	-7.5%	3.2	619	3.1%
37	O=C(COc1ccc(/C=N/NC(=O)c2ccccc2)cc1)Nc1ccc([N+](=O)[O-])cc1	-7.7%	2.8%	-6.4%	40.3%	-1.6%	1.6%	-4.4%	.	.	-2.5%
38	CC/C(=N/Nc1ccccc1)c1cnnc(SC)n1	6.2%	-2.2%	-2.8%	-16.9%	5.8%	-6.1%	14.3%	.	.	3.7%
39	O=C(Cn1c(-c2ccccc2)noc1=O)Nc1ccc(N2CCCCCC2)cc1	-5.8%	-1.0%	0.6%	-23.2%	8.2%	7.1%	12.9%	.	.	2.7%
40	O=C(CSCc1ccc(F)cc1)Nc1nc2c(s1)CCCC2	-1.2%	0.4%	-2.8%	-7.1%	-5.0%	-4.2%	-2.2%	.	.	1.5%
41	Cc1ccccc1Nc1ccc(S(=O)(=O)N2CCOCC2)cc1[N+](=O)[O-]	-11.4%	-4.1%	-3.8%	4.7%	9.1%	-7.1%	5.8%	-37.4	512	-4.1%
42	O=C1CC(Cc2ccccc2)C(=O)N1Cc1ccco1 (stereo not drawn)	18.3%	0.4%	-8.3%	-8.0%	2.7%	3.7%	-7.9%	.	.	-3.4%
43	O=C(NCC1CCCO1)c1nn2c(c1Cl)NC(c1ccc(F)cc1)CC2C(F)(F)F (stereo not drawn)	14.1%	-0.5%	-1.0%	-4.9%	16.8%	-6.7%	13.3%	.	.	2.0%
44	CCOC(=O)c1ccc(NC(=O)Nc2cc(C)cc(C)n2)cc1	-6.8%	1.0%	-6.5%	43.2%	4.6%	-1.1%	12.5%	4.9	669	3.2%
45	COc1ccc(/C=C/C(=O)O)cc1S(=O)(=O)NCc1cccnc1	.	.	.	20.9%	.	-11.7%	10.1%	0.5	798	-3.1%
46	C/C(=N\NC(=O)CSCc1ccc(Cl)cc1)c1ccc(NC(=O)c2ccccc2)cc1	-0.9%	-1.0%	-3.3%	28.8%	3.0%	-6.0%	6.8%	-1.0	751	5.1%
47	COc1ccc2c(c1)-c1ccccc1S(=O)(=O)N2C	-0.6%	-1.1%	-0.1%	-7.3%	1.1%	2.2%	19.2%	.	.	-3.5%
48	COc1ccccc1NC(=O)NC1(C(=O)N2CCCCCC2)CCCCC1	8.1%	-2.5%	-3.3%	45.8%	-10.4%	-5.6%	17.1%	-5.2	674	0.0%
49	CCS(=O)(=O)N1CCC(C(=O)Nc2ccc3c(c2)CCC3)CC1	.	.	.	5.2%	.	-5.0%	2.0%	-6.7	689	8.5%
50	COC(=O)COc1cc(OCC(=O)OC)c2c(-c3ccccc3)cc(=O)oc2c1	.	.	.	12.3%	.	-11.9%	6.2%	-0.2	864	1.9%
51	CCOC(=O)/C(C#N)=C(\O)c1ccc(NC(=O)c2ccc([N+](=O)[O-])cc2)cc1	2.4%	.	.	12.0%	2.8%	-4.0%	5.9%	-1.9	655	4.0%

Not all compounds are listed; count on the stated rates, not on these rows.
